USP2a inh: inhibitors of human ubiquitin-specific protease USP2a; O75604; USP2 core, Ub-CHOP2 coupled fluorogenic reporter, 485/531; Potency, µM (doses to about 38.3 µM), for inactives: at the top dose activity change, negative = inhibition, hits mostly inhibitors; actives 0.01% (n = 330,000);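 further: potency means the concentration at half of the fitted maximal effect; plate controls were DMSO wells for no effect and full inhibition by NEM control for full effect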
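Deubiquitinase activity read as fluorescence (485/531 nm) after Ub-CHOP2 cleavage activates the enterokinase reporter on its substrate; USP2 core 10nM, Ub-CHOP2 and substrate 25nM each, 30min compound preincubation then 60min RT; data normalized to NEM, curves fitted.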
Integrin act MD: activators of alpha7 integrin expression for muscular dystrophy; alpha7betagal myoblasts, beta-gal FDG fluorescence, 48 h; actives 0.064% (n = 350,000); Potency, µM (titrated, usually from 38.3 µM), without a hit: top-dose activation, actives largely listed as activators;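 further: potency means the concentration at half of the fitted maximal effect; 100% = response of the positive control SU9516; nearly all actives have a fitted effect of over 60% in size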
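alpha7betagal+/- myoblasts (passage 13, 250/well) treated 48 h at 37C with compounds at 1:260 dilution of DMSO stock. Lysed, then beta-galactosidase activity read as FDG fluorescence (ex 480/em 540) after 30 min, with pre-read for autofluorescence.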
B2AR arrestin: recruits beta-arrestin to the human beta2-adrenergic receptor | actives 0.02% (n = 330,000) | Potency, µM (titrated, usually from 46.1 µM), for inactives: at the top dose activation, most hits filed as activators | P07550 | AID 492947 | beta-arrestin recruitment to beta2AR, cell-based reporter;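 further: potency means the concentration at half of the fitted maximal effect; 0% = DMSO controls and full agonism = EC100 isoproterenol or metaproterenol; nearly all actives have a fitted effect of over 65% in size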
Target sequence (P07550 whole entry, looked up): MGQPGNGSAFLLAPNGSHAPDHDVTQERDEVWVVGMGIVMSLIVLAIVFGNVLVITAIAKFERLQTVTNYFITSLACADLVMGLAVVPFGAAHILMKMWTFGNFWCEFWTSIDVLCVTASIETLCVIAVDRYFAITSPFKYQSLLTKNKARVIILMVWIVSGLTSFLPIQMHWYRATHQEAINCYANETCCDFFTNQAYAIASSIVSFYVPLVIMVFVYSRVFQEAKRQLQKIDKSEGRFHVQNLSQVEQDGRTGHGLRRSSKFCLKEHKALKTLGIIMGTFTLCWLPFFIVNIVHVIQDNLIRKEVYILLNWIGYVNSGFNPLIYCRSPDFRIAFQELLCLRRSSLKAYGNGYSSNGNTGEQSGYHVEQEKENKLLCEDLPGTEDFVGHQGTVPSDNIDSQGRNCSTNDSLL
BRCA1 expr act: activators of BRCA1 expression | MCF7-BRCA1-FFLuc reporter, luminescence, 48 h; response scale: scaled: vehicle 0%, 10 µM genistein 100% | Potency, µM (doses to about 46.1 µM), inactives show at the highest dose activation, actives largely listed as activators | actives 1.1% (n = 380,000) | AID 624202; further: potency means the concentration at half of the fitted maximal effect; nearly all actives have a fitted effect of over 80% in size; some results filed as inactive show a strong effect at the top dose
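Luminescence from a BRCA1-driven firefly luciferase in MCF7 cells was read after 48 h compound exposure at 37 C. Data normalized against DMSO and a 10microM genistein activation control, then curve-fitted across the titration.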
ELG1 genotoxic: inducers of genotoxicity in HEK293T ELG1-luciferase cells; actives 1.3% (n = 330,000); HEK293T ELG1-luciferase reporter, luminescence, 16 h; Potency, µM (top dose mostly 46 µM), inactives show at the highest dose activity change, positive = activation, usual class: activators; further: potency means the concentration at half of the fitted maximal effect; % of control where 0% means no effect; nearly all actives have a fitted effect of over 60% in size
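Genotoxic stress is detected as increased luminescence from luciferase-tagged ELG1 in HEK293T cells, measured with ONE-Glo after a 16 hr treatment at 37 °C.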
TSG101-PTAP inh: blocks PTAP/TSG101 interaction to inhibit HIV-1 budding | 340,000 tested, under 10 active | Fluorescence polarization, FITC-PTAP peptide / Tsg101 binding | Potency, µM (titrated, usually from 115 µM), inactives show at the highest dose activity change, negative = inhibition, actives largely listed as inhibitors; active means well fitted inhibition curve with a large enough effect in the main read-out, with a control signal flat, not every such curve was filed as active; inconclusive means small, poorly fitted or top-dose-only effect, or effect the other way, or a change in a side signal; inactive means no such curve, though single readings can be large or run the other way; further: potency means the concentration at half of the fitted maximal effect; % of control where 0% means no effect
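Compounds were pin-transferred onto Tsg101 binding domain (10 uM final) in HEPES pH 7.5 buffer, then FITC-PTAP peptide was added at 50 nM final. After 20 min at RT, polarization reported peptide displacement across a qHTS concentration series.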
uPA generation: blocks generation of uPA at the cell surface. cell surface uPA generation assay, qHTS. Potency, µM (doses to about 38.3 µM), for inactives: top-dose activity change, negative = inhibition, most hits filed as inhibitors. actives 0.31% (n = 330,000). AID 540303; active means well fitted inhibition curve with a large enough effect; inconclusive means small, poorly fitted or top-dose-only effect; inactive means no such curve, though single readings can be large or run the other way; tested in mouse RAW 264.7 cells; further: potency means the concentration at half of the fitted maximal effect; on the % scale 0 is the no-effect control and ±100 the full control effect; nearly all actives have a fitted effect of over 55% in size
TRPV1 ag: human TRPV1 agonism | Q8NER1 | TRPV1-expressing cells, Fluo-8 calcium influx, agonist mode | activation, % at 8.33 µM | actives 0.19% (n = 320,000) | AID 540275; in the data active means activation above about 80%; inconclusive means between about 30% and that limit; further: 0% is about no effect
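Fluo-8 calcium influx in TRPV1-expressing cells, kinetic read (ex 480/em 520 nm). Compound added and read 3 min for agonist activity, followed by capsaicin at EC20 final and 2 min further read for enhancement.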
p53 reactivation: mutant p53 re-activation in reporter cells; actives 0.063% (n = 320,000); H1299 p53-A138V BP100-luciferase reporter, luminescence, 24 h; Potency, µM (series often up to 92.2 µM), for the others: at the highest dose activity change, positive = activation, actives largely listed as activators; AID 504706; further: potency means the concentration at half of the fitted maximal effect; % of control where 0% means no effect; nearly all actives have a fitted effect of over 45% in size
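p53-null H1299 cells stably carrying temperature-sensitive p53-A138V and a BP100-luciferase reporter were pinned with compounds (4-point, 1:5 series) and held 24 hrs at 37 deg C. Luminescence was read 10 min after detection reagent.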
ASM inhibitor: inhibitors of human secretory acid sphingomyelinase; Potency, µM (titrated, usually from 57.5 µM), without a hit: top-dose activity change, negative = inhibition, actives largely listed as inhibitors; actives 0.006% (n = 340,000); P17405; AID 504937; placental ASM, HMU-PC fluorogenic substrate, 60 min; further: potency means the concentration at half of the fitted maximal effect
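Human placenta-derived ASM preincubated with compound 10 min at room temperature, then reacted with 9 uM (final) fluorogenic HMU-PC substrate for 60 min at 37 C. Stop solution raises pH to 10; fluorescence read at Ex 386/Em 447 nm.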
Eya2 inh: Eya2 (human) phosphatase inhibition. O00167. AID 488837. actives 0.006% (n = 330,000). recombinant Eya2, OMFP fluorescence dephosphorylation (OMFP is methylfluorescein phosphate). Potency, µM (top dose mostly 76.9 µM), for inactives: at the top dose activity, negative = inhibition, most hits filed as inhibitors; further: potency means the concentration at half of the fitted maximal effect; on the % scale 0 is the no-effect control and ±100 the full control effect
Target sequence (O00167 whole entry, looked up): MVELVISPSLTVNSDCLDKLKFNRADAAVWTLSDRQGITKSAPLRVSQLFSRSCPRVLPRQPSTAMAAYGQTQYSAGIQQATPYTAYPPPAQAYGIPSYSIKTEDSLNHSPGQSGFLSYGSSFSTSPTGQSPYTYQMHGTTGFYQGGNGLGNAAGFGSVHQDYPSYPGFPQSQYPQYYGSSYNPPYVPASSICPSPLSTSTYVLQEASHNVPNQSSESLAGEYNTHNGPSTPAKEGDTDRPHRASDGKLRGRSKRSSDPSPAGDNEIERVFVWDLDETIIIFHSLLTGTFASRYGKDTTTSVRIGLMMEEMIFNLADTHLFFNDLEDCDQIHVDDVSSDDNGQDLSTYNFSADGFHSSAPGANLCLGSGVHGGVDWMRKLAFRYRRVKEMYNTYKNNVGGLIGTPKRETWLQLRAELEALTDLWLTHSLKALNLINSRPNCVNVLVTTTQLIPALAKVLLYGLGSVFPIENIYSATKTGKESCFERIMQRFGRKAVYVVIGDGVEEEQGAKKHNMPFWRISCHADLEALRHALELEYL
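Eya2 (0.2 uM) preincubated 10 min at ambient with compound, then OMFP substrate added at 50 uM; 10 min reaction in 50 mM HEPES pH 7.5, 50 mM NaCl, 5 uM MgCl2, 0.05% BSA, 1 mM DTT. Fluorescence read at Ex 485/Em 525 nm.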
* = called active by the depositor; ? = inconclusive; / = not tested or not shown; [ ] = another dose, or the depositor's remark. Unless noted, the call rests on the fitted dose curve; in most records, active means well fitted curve in the direction sought with a large enough effect; inconclusive means small, poorly fitted or top-dose-only effect, or another doubt; inactive means no such curve, though single readings can be large; an effect the other way counts as inactive or inconclusive.

SMILES	USP2a inh	Integrin act MD	B2AR arrestin	BRCA1 expr act	ELG1 genotoxic	TSG101-PTAP inh	uPA generation	TRPV1 ag	p53 reactivation	ASM inhibitor	Eya2 inh
Cc1cccc(N/N=C/c2ccc(C)s2)c1	1%	-27%	0.1%	45%	?	-3%	2%	3	15%	-1%	3%
Cc1cc(NC(=O)Cn2cnc3c2c(=O)n(C)c(=O)n3C)n(-c2ccccc2)n1	3%	18%	-0.1%	12%	-5%	-3%	-2%	1	12%	2%	18%
Cc1ccccc1CN1CCN(CC(=O)NCc2ccco2)C1=O	1%	-10%	-0.1%	1%	-4%	-4%	6%	2	14%	1%	-21%
O=C(NCCCN1CCCC1=O)c1cc(S(=O)(=O)N2CCOCC2)ccc1Cl	-2%	29%	-0.5%	16%	0%	-1%	-6%	2	3%	7%	-8%
COc1ccc(N(C)S(=O)(=O)c2ccc(Cl)c(C(=O)NCCc3ccc(Cl)cc3)c2)cc1	2%	?	-0.2%	-61%	-12%	3%	-7%	-1	-2%	-8%	3%
COc1ccc(/C=C(\NC(=O)c2ccc(C)cc2)C(=O)NCCN2CCOCC2)cc1	0%	7%	2.9%	11%	3%	-1%	0%	15	2%	2%	4%
COc1ccc(N=C(N)SCc2ccccn2)cc1	2%	0%	-0.2%	1%	1%	0%	-15%	11	35µM*	3%	2%
Cc1cccc(NC(=O)C2CCCN2S(=O)(=O)c2ccc3c(c2)n(C)c(=O)c(=O)n3C)c1 (centres undefined)	4%	-3%	-0.4%	0%	2%	-5%	-5%	3	-5%	0%	-1%
O=C(Nc1cccc(NC(=O)c2ccc(-c3ccc(Br)cc3)o2)c1)c1ccccc1	-1%	24%	-0.1%	-33%	7%	0%	-1%	-3	0%	-11%	-2%
Cc1ccc(C(=O)Nc2cc(-c3ccn[nH]3)c(C)n(N)c2=O)cc1	2%	10%	-0.3%	-1%	-2%	1%	3%	5	-1%	-2%	-25%
CCCCn1ccc(O)c(Cc2ccc(F)cc2)c1=O	1%	4%	-0.1%	-3%	-3%	0%	-2%	2	2%	3%	15%
O=C(NC(=O)c1ccccc1Cl)C(=O)Nc1ccc(Cl)cc1	0%	16%	0.5%	41%	4%	-1%	1%	-2	8%	1%	1%
COc1ccc(-c2noc(=O)n2CC(=O)N2CCC(Cc3ccccc3)CC2)cc1	0%	-14%	0.3%	-48%	-7%	-1%	-11%	15	1%	-1%	-8%
Cc1cc(C)n(-c2ncnc3c2oc2ccccc23)n1	-1%	8%	0.0%	14%	6%	-1%	0%	-2	4%	1%	-18%
O=C(C1=C[C@H](c2csc3ccccc23)C[C@H](OCCCCO)O1)N1CCN(Cc2ccccc2)CC1	-2%	-21%	-0.2%	-29%	3%	0%	-1%	?	-1%	4%	8%
O=C(NCc1cccc(Cl)c1)c1cccc(C(F)(F)F)c1	-1%	42%[7.66 µM]	-1.0%	3%	0%	0%	/	?	-1%	-1%	-1%
CNc1ccc(S(=O)(=O)NCC(=O)OCC(=O)Nc2cccc(Cl)c2Cl)cc1[N+](=O)[O-]	0%	11%	-0.8%	-23%	1%	0%	8%	3	-7%	-6%	-3%
O=C(COc1ccc(Br)cc1F)NCC1(N2CCCCC2)CCCCC1	1%	-31%	-0.4%	-31%	0%	0%	2%	/	-12%	1%	6%
Cc1ccnc(NC(=O)CCC(=O)N(CC(=O)NCCc2ccccc2)c2ccc(F)cc2)c1	-2%	-18%	-0.6%	-25%	-2%	-2%	-9%	1	-6%	-8%	-4%
COc1ccc(CNC(=O)c2csnn2)cc1	6%	2%	-0.6%	14%	-4%	-4%	/	-2	8%	1%	-1%
O=C(NNS(=O)(=O)c1ccccc1[N+](=O)[O-])c1ccccc1Cl	1%	-15%	-0.9%	1%	1%	1%	-15%	1	6%	7%	-3%
c1ccc(CNn2c(N3CCOCC3)nc3ccccc32)cc1	2%	10%	-0.3%	-5%	-1%	4%	1%	?	-1%	-1%	-27%
NC(=O)c1cc(-c2ccccc2)nc(N2CCOCC2)n1	0%	-24%	0.0%	-48%	-1%	-6%	18%	8	-7%	2%	11%
Cc1[nH]c(C)c(S(=O)(=O)N2CCc3ccccc32)c1C(=O)N1CCCCC1	0%	-13%	0.1%	-7%	0%	-2%	2%	-2	-11%	2%	-11%
O=S(=O)(c1ccc(OCC(O)CN2CCCCC2)cc1)N1CCOCC1 (centres undefined)	0%	6%	-0.2%	-2%	-4%	-4%	-1%	-3	0%	3%	-2%

Structures listed above shown as hits in p53 reactivation.
mol | Integrin act MD | B2AR arrestin | TSG101-PTAP inh | uPA generation | TRPV1 ag | p53 reactivation | ASM inhibitor | Eya2 inh
COc1ccc(N=C(N)SCc2ccccn2)cc1 | 0% | -0.2% | 0% | -15% | 11 | 35µM* | 3% | 2%

(continued)
SMILES	USP2a inh	Integrin act MD	B2AR arrestin	BRCA1 expr act	ELG1 genotoxic	TSG101-PTAP inh	uPA generation	TRPV1 ag	p53 reactivation	ASM inhibitor	Eya2 inh
O=C1CC(N2CCOCC2)C(=O)N1c1ccc(Cl)cc1 (centres undefined)	0%	-26%	-0.3%	1%	3%	0%	1%	1	1%	2%	11%
COc1cccc(NC(=S)/C(=C(\[O-])c2cc(C)n(-c3ccccc3F)c2C)[n+]2ccc(N(C)C)cc2)c1	0%	?	0.0%	-25%	-9%	0%	?	0	3%	-12%	11%
COc1cccc(Cn2cnc3c(NS(=O)(=O)c4cc(Cl)ccc4Cl)c(C)c(C)cc32)c1	-1%	-37%	0.3%	-47%	-7%	-4%	-2%	-2	15%	-11%	16%
Cc1cc(C)n(S(=O)(=O)Cc2ccccc2)n1	-1%	8%	0.2%	6%	-2%	1%	/	1	-3%	2%	-1%
O=S(=O)(NCC1CCCN(Cc2ccccc2)C1)c1cccc2cccnc12 (centres undefined)	3%	0%	0.1%	-17%	-1%	-1%	-13%	1	17%	3%	-1%
C[C@H]1COC(=O)CCCC/C=C\C[C@H](CC(=O)N(CCO)Cc2ccccc2)C(=O)N1	2%	-11%	-1.6%	9%	0%	-4%	4%	/	3%	0%	0%
CC(C)(C)n1nc2c(c1NC(=O)Cc1ccc(F)cc1)CS(=O)(=O)C2	1%	0%	-1.2%	-6%	1%	-6%	2%	2	7%	0%	-14%
Cc1cc(C(=O)Nc2ncc(C)s2)c2ccccc2n1	-1%	-3%	-0.1%	-44%	5%	1%	2%	3	12%	1%	-3%
Cc1ccc(Nc2ncc3c(n2)CC(c2ccco2)CC3=O)c(C)c1 (centres undefined)	2%	-20%	0.2%	13%	-2%	-3%	1%	25	9%	-5%	18%
Cc1ccc(C(=O)N2CCN(c3ccc([N+](=O)[O-])cc3-n3cccc3)CC2)cc1	0%	-21%	-0.3%	-37%	-4%	1%	10%	2	-3%	-4%	-3%
Cc1cc(Cl)c2oc(C(=O)N3CCN(c4cccc(C)n4)CC3)c(C)c2c1	0%	-10%	0.3%	?	?	-1%	5%	19	/	-6%	-14%
CN(C[C@H](c1ccccc1)N(C[C@H](Cc1ccccc1)N(CCc1ccccc1)N=O)N=O)N=O	2%	-15%	0.0%	-32%	-6%	0%	14%	4	-1%	-1%	3%

Given with bars between the fields: entries from further up.
Molecule | USP2a inh | Integrin act MD | B2AR arrestin | BRCA1 expr act | ELG1 genotoxic | TSG101-PTAP inh | uPA generation | TRPV1 ag | p53 reactivation | ASM inhibitor | Eya2 inh
Cc1cc(C)n(S(=O)(=O)Cc2ccccc2)n1 | -1% | 8% | 0.2% | 6% | -2% | 1% | / | 1 | -3% | 2% | -1%
O=S(=O)(NCC1CCCN(Cc2ccccc2)C1)c1cccc2cccnc12 (centres undefined) | 3% | 0% | 0.1% | -17% | -1% | -1% | -13% | 1 | 17% | 3% | -1%
C[C@H]1COC(=O)CCCC/C=C\C[C@H](CC(=O)N(CCO)Cc2ccccc2)C(=O)N1 | 2% | -11% | -1.6% | 9% | 0% | -4% | 4% | / | 3% | 0% | 0%
CC(C)(C)n1nc2c(c1NC(=O)Cc1ccc(F)cc1)CS(=O)(=O)C2 | 1% | 0% | -1.2% | -6% | 1% | -6% | 2% | 2 | 7% | 0% | -14%
Cc1cc(C(=O)Nc2ncc(C)s2)c2ccccc2n1 | -1% | -3% | -0.1% | -44% | 5% | 1% | 2% | 3 | 12% | 1% | -3%
